# STAT3 act: increases IL-6 driven STAT3 reporter signal; U3A cells, IL-6 STAT3-luciferase reporter, luminescence; 100% = signal with IL-6 EC80 alone; activation (% of control), % at 5.6 µM; actives 0.91% (n = 190,000); AID 871;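 active means activation above the screen-wide mean of compound activation plus 3 SD, cut at about 130% in these data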;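 further: 0% = background luminescence of wells with medium and substrate only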
#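 Assay system – human STAT1-deficient U3A cells with stable STAT3-luciferase reporter · Also added – IL-6 (33 ng/mL) · Schedule – compound 1 h, then IL-6 6 h at 37 °C · Technique – reporter luminescence signal · Evaluation – % activation versus median of IL-6-stimulated wells · Benchmarks – IL-6-only wells as 100% reference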
# STAT1 inh: inhibitors of IFN-gamma induced STAT1 signaling. NIH 3T3 STAT1-luciferase reporter, luminescence. inhibition, % at 5.5 µM. actives 0.35% (n = 200,000). AID 920;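 active means inhibition above a set limit, the mean inhibition across all tested compounds plus 3 SD, cut at about 34% in these data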;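 further: 0% = IFN-gamma with DMSO and 100% = IFN-gamma with 300 µM nifuroxazide; values of inactives mirror those of a sister screen read the other way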
# TR-FRET SRC-2 ct: counter-screen for PPARgamma SRC-2 recruitment agonists: TR-FRET artefact. active compounds read high. TR-FRET ratio at 8 µM. actives 0.4% (n = 200,000); in the data active means TR-FRET ratio above about 2000; further: inactives centre near 1500
# TNAP act hi DEA: increases human TNAP activity under high phosphate acceptor concentration | P05186 | purified TNAP, CDP-star luminescence, 1 M DEA, 30 min; active compounds read high; 0 = EDTA background, 1 = DMSO-only activity | activation factor at 20 µM | 200,000 tested, under 10 active;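 active means activation factor at least 2 at 20 µM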
# Target sequence (P05186 whole entry, looked up): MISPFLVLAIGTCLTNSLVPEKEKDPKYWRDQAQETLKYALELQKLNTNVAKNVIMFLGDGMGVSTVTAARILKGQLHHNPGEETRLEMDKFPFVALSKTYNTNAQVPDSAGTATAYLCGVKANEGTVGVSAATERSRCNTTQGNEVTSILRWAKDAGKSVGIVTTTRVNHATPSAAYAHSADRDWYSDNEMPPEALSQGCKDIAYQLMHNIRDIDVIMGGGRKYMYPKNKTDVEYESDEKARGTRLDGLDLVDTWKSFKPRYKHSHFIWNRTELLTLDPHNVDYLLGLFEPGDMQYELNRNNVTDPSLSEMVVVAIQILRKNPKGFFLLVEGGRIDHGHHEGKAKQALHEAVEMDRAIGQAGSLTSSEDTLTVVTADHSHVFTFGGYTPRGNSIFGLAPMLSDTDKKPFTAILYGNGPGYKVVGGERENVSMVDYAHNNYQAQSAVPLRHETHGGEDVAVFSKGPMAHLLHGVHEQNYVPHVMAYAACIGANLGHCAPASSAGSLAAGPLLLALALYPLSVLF
#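 Control set: EDTA negative control, DMSO positive control / Assay system: human TNAP / Quantity: TNAP 1/800 final / Evaluation: TNAP activation factor scaled between EDTA and DMSO control wells / Measured by: luminescent substrate turnover signal / Compound dosing: one dose, 20 µM / Times: 30 min enzyme reaction at room temperature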
# bIAP inhibitor: intestinal alkaline phosphatase (bovine) inhibition. purified bovine IAP, CDP-star luminescence, 30 min. inhibition, % at 20 µM. 190,000 tested, under 10 active. AID 1019;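 active means over 50% inhibition of intestinal alkaline phosphatase at 20 µM in the single-dose screen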
#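 Incubation: 30 min reaction at room temperature / Material: purified bovine intestinal alkaline phosphatase (IAP) enzyme / Input: enzyme at 1/65,000,000 dilution / Dosing: 20 µM single dose / Signal: CDP-star luminescence signal / Reagent: CDP-star chemiluminescent phosphatase substrate, 30 µM final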
# ROMK primary: modulators of human ROMK potassium channel; P48048; Tet-inducible ROMK, thallium flux fluorescence; actives lie on both sides; B-score at 10 µM; actives 2% (n = 130,000); AID 1918;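 active means signal ratio slope over the read window, or its plate-corrected B-score, at least 3 SD from the plate mean, either direction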;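 further: B-score of the F/F0 ratio slope over 7 to 12 s after thallium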
# PPARg SRC2 recr: PPARgamma-driven SRC-2 recruitment agonism | P37231 | activation, % at 8 µM | PPARgamma LBD-SRC-2 recruitment, biochemical | actives 0.34% (n = 200,000); in the data active means activation above about 22%;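 further: 0% = vehicle and 100% = reference agonist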
# Target sequence (P37231 whole entry, looked up, the tested form may be a part): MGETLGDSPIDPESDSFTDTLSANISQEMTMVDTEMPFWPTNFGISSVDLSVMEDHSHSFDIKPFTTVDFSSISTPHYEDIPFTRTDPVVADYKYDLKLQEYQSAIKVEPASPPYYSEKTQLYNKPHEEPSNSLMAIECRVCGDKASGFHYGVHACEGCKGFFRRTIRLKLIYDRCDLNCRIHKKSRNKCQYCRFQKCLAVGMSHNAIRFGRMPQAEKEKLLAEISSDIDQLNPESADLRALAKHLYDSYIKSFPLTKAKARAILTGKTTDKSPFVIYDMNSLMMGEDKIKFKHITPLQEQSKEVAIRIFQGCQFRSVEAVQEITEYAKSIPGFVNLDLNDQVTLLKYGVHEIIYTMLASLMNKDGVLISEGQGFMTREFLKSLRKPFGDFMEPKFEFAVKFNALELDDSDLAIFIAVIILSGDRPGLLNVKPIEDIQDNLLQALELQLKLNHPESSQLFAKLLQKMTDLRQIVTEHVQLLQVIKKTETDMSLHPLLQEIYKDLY
# PPARg SRC1 recr: promotes SRC-1 coactivator recruitment by human PPARgamma | actives 0.41% (n = 200,000) | PPARgamma-SRC-1 coactivator recruitment biochemical assay | activation, % at 8 µM | AID 631 | P37231; in the data active means activation above about 19%;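 further: 0% = DMSO and 100% = reference agonist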
# bIAP act: increases bovine intestinal alkaline phosphatase activity; purified bovine IAP, CDP-star luminescence, 30 min; active compounds read high; fold of DMSO-control signal, blank-subtracted; activation factor at 20 µM; actives 0.17% (n = 200,000);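 active means activation factor of 2 or more at 20 µM, a signal rise over negative controls twice the positive control's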
# PPARg SRC-3 ag: promotes SRC-3 coactivator recruitment by human PPARgamma. P37231. biochemical PPARgamma/SRC-3 coactivator recruitment assay. activation, % at 8 µM. actives 0.26% (n = 200,000). AID 731; in the data active means activation above about 23%;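 further: 0% = DMSO and 100% = reference agonist; some compounds past the cut are filed as inactive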
# STAT3 inh: reduces IL-6 driven STAT3 reporter signal; AID 862; U3A cells, IL-6 STAT3-luciferase reporter, luminescence; host cell line lacks STAT1; inhibition, % at 5.5 µM; actives 0.89% (n = 190,000);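 active means inhibition above the mean inhibition across all screened compounds plus 3 SD, cut at about 44% in these data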;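 further: 0% = DMSO only wells and 100% = 100 µM nifuroxazide control wells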
# * marks the source's active call; other numbers are inactive results; / = not tested or not shown.
[1] O=C(CCC1CCCN(C(=O)c2ccc3cc[nH]c3c2)C1)N1CCN(c2ccccn2)CC1 (centres undefined)
[2] Cc1cccn2c(=O)c3cc(C(=O)N(C)C)n(C)c3nc12
[3] COc1cc(/C=C2\C(=O)ON=C2c2ccccc2)cc(OC)c1OC
[4] Nc1nccc(-c2cccs2)n1
[5] O=C(NC12CC3CC(CC(C3)C1)C2)c1ccc(=O)oc1
[6] Cc1cccc(NC(=O)COc2ccc(Br)cc2C)n1
[7] CNC(=S)NNc1nc(C)cc(C)n1
[8] CCC(=O)NCCc1nc2ccccc2n1Cc1ccc(C)cc1

assay / entry	1	2	3	4	5	6	7	8
STAT3 act	99	89	100	104	96	86	103	85
STAT1 inh	11	-8	6	-11	0	-12	1	12
TR-FRET SRC-2 ct	1552	1452	1413	2014*	1435	1714	1642	1510
TNAP act hi DEA	1	1	1	1	1.1	1	1.1	1
bIAP inhibitor	1	-11	2	0	5	9	-9	7
ROMK primary	/	0.57	/	-0.026	-0.49	/	0.36	/
PPARg SRC2 recr	1	-2	1	5	-3	2	9	6
PPARg SRC1 recr	-1	-4	0	-2	6	-7	2	7
bIAP act	1	1.1	1	1	1	0.9	1.1	0.9
PPARg SRC-3 ag	5	-4	-9	4	5	-13	1	8
STAT3 inh	8	17	11	2	12	28	4	22

[9] Cc1ccc(Sc2c(C)nn(C(=O)c3cccc(S(=O)(=O)N4CCOCC4)c3)c2C)cc1
[10] O=S(=O)(c1ccc(NC(=S)N2CCN(c3ccccc3F)CC2)cc1)N1CCOCC1
[11] COc1ccc(CCNC(=O)CC(NC(=O)c2ccccc2Cl)c2ccccc2)cc1 (centres undefined)
[12] Cc1cc(F)c(F)c(C(=O)N2CCOCC2)c1Cl
[13] O=C(NCC(=O)N(c1cccnc1)C(C(=O)NC1CCCC1)c1cccs1)c1ccco1 (centres undefined)
[14] CCN(C(=O)c1ccc2c(OC)n(CC)nc2c1)c1ccc(OC)cc1
[15] C=C(C)CSc1nnc([C@@H]2CCCN2C(=O)OC(C)(C)C)o1
[16] Cn1c(CCCNC(=O)c2cccs2)nc2ccccc21

assay / entry	9	10	11	12	13	14	15	16
STAT3 act	98	86	101	101	98	99	104	98
STAT1 inh	0	18	-8	3	-3	4	2	3
TR-FRET SRC-2 ct	1431	1707	1519	1620	1703	1526	1412	1455
TNAP act hi DEA	1	1	1.2	1	1.1	1.1	1	1
bIAP inhibitor	-19	-24	10	14	2	7	13	4
ROMK primary	/	-0.46	/	0.43	0.44	/	/	/
PPARg SRC2 recr	-7	9	-4	1	-5	3	-1	5
PPARg SRC1 recr	4	4	-5	7	9	-2	0	5
bIAP act	1.2	1.2	0.9	0.9	1	0.9	0.9	1
PPARg SRC-3 ag	2	3	0	-12	5	4	-12	1
STAT3 inh	3	24	-1	0	8	6	2	4

[17] Cc1nnsc1C(=O)N/N=C/c1c(F)cccc1Cl
[18] Cc1ccc(C(=O)NCCCc2ccccc2)s1
[19] O=Cc1cnc(N2CCCCC2)s1
[20] CC(C)(C)NC(=O)c1cnn2c1NC(c1ccc(F)cc1)CC2C(F)(F)F (centres undefined)
[21] CCOc1nc(NCCO)nc(Nc2cc(Cl)ccc2OC)n1
[22] CC(C)CNC(=O)COC(=O)CCC(=O)c1ccc(F)cc1
[23] O=C(Nc1ccc(S(=O)(=O)Nc2cnc3ccccc3n2)cc1)c1ccc(Br)o1
[24] COc1cc(C2NC(=S)NC3=C2CCc2ccccc23)cc(OC)c1OC (centres undefined)

assay / entry	17	18	19	20	21	22	23	24
STAT3 act	91	110	113	101	102	101	93	102
STAT1 inh	-5	-28	-10	2	-7	6	7	-2
TR-FRET SRC-2 ct	1581	1626	1381	1613	1397	1298	1556	1534
TNAP act hi DEA	1	1	1.1	1	1	1	1	1
bIAP inhibitor	1	11	8	3	-2	7	5	6
ROMK primary	1.1	/	1.6	0.19	-0.32	0.32	/	0.31
PPARg SRC2 recr	5	-4	-2	-1	-2	4	6	7
PPARg SRC1 recr	6	0	1	-2	-5	-1	-12	-1
bIAP act	1	0.9	0.9	1	1	0.9	1	0.9
PPARg SRC-3 ag	-1	3	4	6	1	-1	-10	-1
STAT3 inh	17	-14	-10	4	5	-4	11	2

[25] Fc1ccc(Oc2cnc3ccccc3n2)cc1
[26] Nc1c(C(=O)c2cccs2)oc2ccccc12
[27] CCNC(=S)N1CCN(S(=O)(=O)c2ccc(C)cc2)CC1
[28] COc1cc(C(=O)NCCc2ccc(F)cc2)c([N+](=O)[O-])cc1OC
[29] Cc1ccccc1C1CC(c2cccs2)Nc2nnnn21 (centres undefined)
[30] Cc1ccc(Nc2cnn(C34CC5CC(CC(CC(=O)O)(C5)C3)C4)c(=O)c2Cl)c(Cl)c1
[31] CCc1ccc(OCC(=O)NNC(=O)c2nn(CC)c(=O)c3ccccc23)cc1
[32] O=C(N[C@@H](Cc1ccc(O)cc1)C(=O)O)c1ccc(C(F)(F)F)cc1

assay / entry	25	26	27	28	29	30	31	32
STAT3 act	107	130	101	99	107	111	95	/
STAT1 inh	-9	-22	6	3	2	-11	-4	-2
TR-FRET SRC-2 ct	1461	1704	1566	1544	1686	1678	1532	1523
TNAP act hi DEA	1	1	1.1	1	1	1.1	1	1.1
bIAP inhibitor	-3	40	-2	-47	0	-7	-57	6
ROMK primary	/	/	0.26	0.15	-0.57	-0.088	0.56	/
PPARg SRC2 recr	-6	9	-7	1	7	-9	-4	3
PPARg SRC1 recr	7	10	2	0	-2	3	-4	5
bIAP act	1	0.6	1	1.5	1	1.1	1.6	0.9
PPARg SRC-3 ag	3	8	-1	0	3	0	2	0
STAT3 inh	-4	-28	0	2	-4	-12	9	/

[33] CC(C)(C)c1csc(NC(=O)c2ccc(Cl)s2)n1
[34] CCOc1ccc(-n2cnnn2)cc1S(=O)(=O)N1CCC(C)CC1C (centres undefined)
[35] Cc1cccc(N=C2NC(=O)/C(=C/c3cccs3)S2)c1
[36] COc1ccc(S(=O)(=O)N(C)C)cc1NCC(=O)Nc1ccc(Br)c(C)c1
[37] Cc1cc(Cl)ccc1OC(C)C(=O)Nc1ccccc1N1CCOCC1 (centres undefined)
[38] CC1CN(C2CCN(S(=O)(=O)Cc3ccccc3)CC2)CC(C)O1 (centres undefined)
[39] O=C(O)c1ccccc1-c1ccccc1C(=O)Nc1nccs1
[40] O=C1NN(c2ccccc2)C(=O)/C1=C/c1ccc(Sc2cccc3ccccc23)o1

assay / entry	33	34	35	36	37	38	39	40
STAT3 act	72	100	88	102	109	102	101	104
STAT1 inh	-41	6	1	9	14	4	0	0
TR-FRET SRC-2 ct	1554	1317	1562	1641	1437	1433	1553	2448*
TNAP act hi DEA	1	1	1	1.1	1.1	1.1	1	0.9
bIAP inhibitor	9	-5	9	-1	-3	15	3	22
ROMK primary	/	-3.1*	/	-1.4	/	0.82	0.73	-3.9*
PPARg SRC2 recr	-1	0	11	4	0	5	6	39*
PPARg SRC1 recr	9	-4	1	7	7	5	-3	30*
bIAP act	0.9	1.1	0.9	1	1	0.8	1	0.8
PPARg SRC-3 ag	10	0	0	-1	15	0	3	18
STAT3 inh	35	-1	16	-2	-4	4	10	-1

# A second format for part of the listing above.
cpd | structure | STAT3 act | STAT1 inh | TR-FRET SRC-2 ct | TNAP act hi DEA | bIAP inhibitor | ROMK primary | PPARg SRC2 recr | PPARg SRC1 recr | bIAP act | PPARg SRC-3 ag | STAT3 inh
15 | C=C(C)CSc1nnc([C@@H]2CCCN2C(=O)OC(C)(C)C)o1 | 104 | 2 | 1412 | 1 | 13 | / | -1 | 0 | 0.9 | -12 | 2
16 | Cn1c(CCCNC(=O)c2cccs2)nc2ccccc21 | 98 | 3 | 1455 | 1 | 4 | / | 5 | 5 | 1 | 1 | 4

# Continuation.
[41] COc1ccc(C(=O)OCC(=O)NCCN2C(=O)CSC2=O)cc1
[42] Cc1ccc(OCCCN(C)C)c(Br)c1
[43] COc1ccc(/C=N/Nc2nc(Nc3ccccc3)nc(N3CCCCC3)n2)c(OC)c1
[44] Cc1cc(C)c(C(N)=O)c(NC(=O)Nc2ccccc2)n1
[45] COc1ccc(CC/C(C)=N\NC(N)=O)cc1
[46] COc1ccc(F)cc1S(=O)(=O)n1cc(C)nc1-c1ccccc1
[47] NC(=O)CSc1nnc(-c2ccoc2)o1
[48] COc1cc(C)c(Cl)cc1S(=O)(=O)n1ccnc1

assay / entry	41	42	43	44	45	46	47	48
STAT3 act	102	90	109	100	106	107	102	94
STAT1 inh	-7	1	1	1	-12	-3	8	7
TR-FRET SRC-2 ct	1394	1607	1496	1548	1584	1535	1719	1588
TNAP act hi DEA	1	1	1	1	1	1	1.1	1
bIAP inhibitor	10	11	-29	4	16	7	10	7
ROMK primary	0.85	/	/	0.63	1.4	/	1.1	0.036
PPARg SRC2 recr	-4	0	5	2	2	5	-1	0
PPARg SRC1 recr	1	3	8	-3	6	4	4	11
bIAP act	0.9	0.9	1.3	1	0.8	0.9	0.9	0.9
PPARg SRC-3 ag	-2	7	1	-4	5	-6	4	1
STAT3 inh	-1	18	-8	8	-2	-2	0	18

[49] COC(=O)Cn1c(=NC(=O)CSCC(=O)Nc2cc(C)on2)sc2cc(C(=O)OC)ccc21
[50] S=c1sc2c(N3CCN(Cc4ccccc4)CC3)ncnc2n1-c1ccccc1
[51] CCOc1cnc(-c2ccc(OC)cc2)o1
[52] COCc1nnc(NS(=O)(=O)c2ccc([N+](=O)[O-])cc2)s1
[53] CC(C)c1cc(Br)ccc1OCCCN1C(=O)NC(C)(C)C1=O
[54] N#Cc1ccc(-c2cccnc2)nc1SCc1ccc(Cl)c(Cl)c1
[55] CCN(C1CCCCC1)S(=O)(=O)c1ccc(S(=O)(=O)N(CC(=O)Nc2ccccc2)C2CC2)cc1
[56] Cc1ccc(Cn2c3ccccc3c3cn[nH]c(=O)c32)cc1
[57] c1ccc(-c2ccccc2OCCN2CCOCC2)cc1

assay / entry	49	50	51	52	53	54	55	56	57
STAT3 act	/	100	100	93	101	99	111	94	100
STAT1 inh	2	5	-38	7	5	-1	-4	11	11
TR-FRET SRC-2 ct	1706	1670	1721	1455	1551	1676	1298	1747	1255
TNAP act hi DEA	1	1	1	1	1	1	1.1	1.1	1
bIAP inhibitor	10	3	16	36	10	16	24	6	3
ROMK primary	/	0.2	/	0.55	0.68	/	/	/	0.89
PPARg SRC2 recr	15	-2	5	-3	6	-1	4	6	-2
PPARg SRC1 recr	7	0	5	5	-7	10	-5	7	-8
bIAP act	0.9	1	0.8	0.6	0.9	0.8	0.8	0.9	1
PPARg SRC-3 ag	8	9	6	8	-4	-2	6	2	1
STAT3 inh	/	6	0	6	-1	-4	-12	7	8

# From PubChem BioAssay
